Screening results (PubChem BioAssay)
aSyn yeast inh = inhibitors of alpha-synuclein toxicity in yeast; Yeast expressing alpha-synuclein, growth rescue, BacTiter-Glo, 24 h; Potency, µM (doses to about 46.1 µM), for the others: top-dose growth rescue (activation), actives largely listed as activators; hit rate 0.14% among 370,000; AID 652106; also: potency is read from the fitted curve at half-maximal effect; % of control where 0% means no effect; nearly all actives have a fitted effect of over 65% in size
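Galactose-induced alpha-syn yeast (OD600=0.02, raffinose-pregrown) + pinned cpd, 24 hr, 30 deg C; growth by BacTiter-Glo luminescence. Growth restoration scores as activation.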
DRD3 agonist = agonists of human D3 dopamine receptor; P35462; hit rate 0.58% among 410,000; max activation, %; D3R DiscoveRx beta-arrestin cells, luminescence, 90 min; in the data active = max activation above about 30%; also: 0% is about no effect; mostly tested at two doses, the higher about 12 µM
Target sequence (P35462 whole entry, looked up): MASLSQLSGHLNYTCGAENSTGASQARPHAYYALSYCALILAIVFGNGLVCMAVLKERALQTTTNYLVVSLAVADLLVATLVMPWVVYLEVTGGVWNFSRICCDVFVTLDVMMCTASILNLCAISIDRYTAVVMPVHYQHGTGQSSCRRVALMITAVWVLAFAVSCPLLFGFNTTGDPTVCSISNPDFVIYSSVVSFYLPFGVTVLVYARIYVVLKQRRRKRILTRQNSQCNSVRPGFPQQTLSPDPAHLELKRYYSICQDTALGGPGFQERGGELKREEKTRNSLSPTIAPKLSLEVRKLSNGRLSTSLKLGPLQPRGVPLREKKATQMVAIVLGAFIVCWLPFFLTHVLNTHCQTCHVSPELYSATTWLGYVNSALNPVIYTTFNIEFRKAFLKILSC
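Agonist-mode cell screen: cells plated at 1500/well and incubated overnight at 37 °C, then exposed to library compounds for 90 min at 37 °C. Detection reagent was added for 30–60 min at room temperature, and luminescence was read.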
GLP-1R inv ag = acts as inverse agonist at human GLP-1 receptor; P43220; HEK293 GLP-1R CRE-luciferase, luminescence, 24 h; GLP-1R form is constitutively active; Potency, µM (titrated, usually from 38.3 µM), for inactives: at the top dose activity change, negative = inhibition, usual class: inhibitors; hit rate 1.6% among 410,000; AID 624417; also: potency is read from the fitted curve at half-maximal effect; % is scaled to controls: 0 for no effect and ±100 for the full control effect; nearly all actives have a fitted effect of over 55% in size
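HEK293 cells stably co-expressing a cAMP-responsive luciferase reporter and constitutively active GLP-1R were seeded, incubated 12 h, then exposed to compounds for 24 h at 37 C. Luminescence was read 12 min after detection reagent; inverse agonists lower signal.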
PTHR1 ag = PTHR1 (human) receptor agonism. hit rate 0.075% among 410,000. AID 743266. HEK293 GP2 PTHR1 cells, GloSensor cAMP luminescence, 1 h. Potency, µM (doses to about 115 µM), for the others: at the highest dose activation, most hits filed as activators. Q03431; also: potency is read from the fitted curve at half-maximal effect; nearly all actives have a fitted effect of over 55% in size; some results filed as inactive show a strong effect at the top dose; inactives centre near -15; many of its hits are not listed in these tables
Target sequence (Q03431 whole entry, looked up): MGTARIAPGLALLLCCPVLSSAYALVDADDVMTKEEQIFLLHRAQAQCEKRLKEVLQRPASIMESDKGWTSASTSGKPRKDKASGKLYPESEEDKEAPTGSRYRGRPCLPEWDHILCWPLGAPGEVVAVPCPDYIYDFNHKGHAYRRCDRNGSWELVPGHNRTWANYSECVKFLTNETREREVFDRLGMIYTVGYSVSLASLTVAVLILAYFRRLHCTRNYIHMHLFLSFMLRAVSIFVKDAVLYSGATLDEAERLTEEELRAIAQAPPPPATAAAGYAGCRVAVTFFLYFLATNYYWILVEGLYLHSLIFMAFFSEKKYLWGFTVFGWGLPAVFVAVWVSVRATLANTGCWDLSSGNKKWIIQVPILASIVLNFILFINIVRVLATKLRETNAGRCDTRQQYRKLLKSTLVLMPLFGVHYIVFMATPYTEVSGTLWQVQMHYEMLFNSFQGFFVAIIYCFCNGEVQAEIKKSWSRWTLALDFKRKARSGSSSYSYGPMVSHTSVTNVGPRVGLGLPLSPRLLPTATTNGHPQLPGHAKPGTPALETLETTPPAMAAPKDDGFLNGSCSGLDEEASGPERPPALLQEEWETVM
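HEK-293-derived GP2 cells expressing PTHR1 and a GloSensor cAMP reporter, 3,000/well, plated overnight, given luciferin plus IBMX (each 0.5 mM as added) for 1 h at 37 °C, then compound for 1 h at 37 °C. Luminescence was read after 15 min at room temperature.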
TDP43 rescue = rescues yeast growth from TDP-43 toxicity; Potency, µM (doses to about 46.1 µM), without a hit: top-dose growth rescue (activation), usual class: activators; TDP-43 expressing yeast growth rescue, BacTiter-Glo, 24 h; AID 652104; hit rate 1.8% among 410,000; also: potency is read from the fitted curve at half-maximal effect; % of control where 0% means no effect; nearly all actives have a fitted effect of over 50% in size
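Yeast cells expressing TDP-43 under galactose induction are exposed to compounds for 24 hr at 30 deg C. BacTiter-Glo luminescence measures growth, so protective compounds score as activators.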
DRD3 antagonist = D3 dopamine receptor (human) antagonism; max response, negative = inhibition, %; hit rate 2.5% among 360,000; D3R cells, DiscoveRx beta-arrestin luminescence, antagonist mode; active compounds read low; P35462; in the data active = max response below about -50%; inconclusive = no clear call, values can overlap the other calls; also: % is scaled to controls: 0 for no effect and ±100 for the full control effect; mostly tested at two doses, the higher about 12 µM
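Cells plated overnight at 1500 cells/well, then exposed to library compounds with dopamine controls for 90 minutes at 37 degrees C. DiscoveRx reagent added for 30–60 minutes at room temperature; luminescence read, quantitative HTS format.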
GLP1R cytotox = cytotoxicity in counter-screen for GLP-1R inverse agonists | hit rate 0.13% among 410,000 | Potency, µM (doses to about 38.3 µM), without a hit: top-dose activity change, negative = inhibition, actives largely listed as inhibitors | AID 624418 | HEK293 cAMP-luciferase reporter cells, luminescence, 24 h;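 also: loss of luciferase light is scored as toxicity; potency is read from the fitted curve at half-maximal effect; % is scaled to controls: 0 for no effect and ±100 for the full control effect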
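A 23 nL compound transfer followed 12 hours of cell culture at 37 deg C; exposure then lasted 24 hr. Luciferase assay detection reagent was dispensed and plates read for luminescence after a 12 min room-temperature wait.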
KB-V1 cytotox = KB-V1 MDR subline cytotoxicity | KB-V1 MDR cells viability, CellTiter-Glo, 72 h | Potency, µM (doses to about 46.1 µM), for inactives: at the highest dose activity change, negative = cytotoxicity, hits mostly cytotoxic | hit rate 3.4% among 400,000; also: potency is read from the fitted curve at half-maximal effect; % is scaled to controls: 0 for no effect and ±100 for the full control effect; nearly all actives have a fitted effect of over 60% in size
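In this primary screen, KB-V1 cells overexpressing P-gp are incubated with library compounds (lowest to highest concentration) for 72 h at 37 degrees C before a luminescent ATP viability read.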
GLP-1R agonist = GLP-1 receptor (human) agonism; P43220; HEK293 GLP-1R CRE-luciferase, luminescence, 4-6 h; cells express a hypersensitive GLP-1R form; Potency, µM (titrated, usually from 45.6 µM), for inactives: at the highest dose activation, hits mostly activators; AID 624172; hit rate 0.007% among 380,000; also: potency is read from the fitted curve at half-maximal effect; % of control where 0% means no effect
The depositor's hits bear a star; i = inactive; u = inconclusive; x = no result given; & = joins results of further samples; [ ] = remark or other dose. Unless noted, calls follow the shape of the dose curve; as a rule, active = well fitted curve in the direction sought with a large enough effect; inconclusive = small, poorly fitted or top-dose-only effect, or another doubt; inactive = no such curve, though single readings can be large; an effect the other way counts as inactive or inconclusive. The list is partial; the hit share may differ from the screen's.

A first look (2 entries):
1. COc1ccc(CC(=O)OCC(=O)Nc2ccc(Cl)cn2)cc1
2. N#C/C(=C\c1cccc(Cl)c1)C(=O)c1ccccc1

entry no.	1	2
PTHR1 ag	-3%[57.5 µM]	-15%
GLP1R cytotox	39%[activator]	0%
GLP-1R agonist	10%	1%
DRD3 antagonist	-14	5
KB-V1 cytotox	0%	3%
aSyn yeast inh	0%	10%
DRD3 agonist	-12	-1
TDP43 rescue	6%	-15%
GLP-1R inv ag	8%	10%

The listing (from the top)
1. COc1ccc(CC(=O)OCC(=O)Nc2ccc(Cl)cn2)cc1
2. N#C/C(=C\c1cccc(Cl)c1)C(=O)c1ccccc1
3. O=C(N/N=C/c1ccoc1)c1ccc([N+](=O)[O-])cc1
4. CC(C)(C)S(=O)N1Cc2cc(C(=O)N[C@@H]3CCN(Cc4ccccc4)C3)nc(-c3cccc(-c4cc5ccccc5o4)c3)c2[C@@H]1CCO (stereo partly specified)
5. CCOc1ccc(Br)cc1S(=O)(=O)Nc1ccc(Cl)c(S(=O)(=O)N(CC)c2ccccc2)c1

entry no.	1	2	3	4	5
PTHR1 ag	-3%[57.5 µM]	-15%	-25%	-18%	-18%
GLP1R cytotox	39%[activator]	0%	0%	-14%	8%[1.53 µM]
GLP-1R agonist	10%	1%	0%	10%	-1%
DRD3 antagonist	-14	5	21	12	-11
KB-V1 cytotox	0%	3%	u	u	u
aSyn yeast inh	0%	10%	-6%	-12%	3%
DRD3 agonist	-12	-1	-3	-3	7
TDP43 rescue	6%	-15%	8%	21%	22%
GLP-1R inv ag	8%	10%	11%	u	u

6. Cc1cccc(C)c1-n1nnnc1C1c2ccccc2C(=O)N1CCC(C)C (stereo unspecified)
7. CCC(C(=O)N(C(C)C)C(C)C)c1ccccc1 (stereo unspecified)
8. CC(C)N(Cc1ccccc1)C(=O)Cn1ncc2c([nH]c3ccccc32)c1=O
9. CCCCC(=O)NC(NC(=S)N1CCCCCC1)C(Cl)(Cl)Cl (stereo unspecified)
10. CCOC(=O)c1c(N)c(C#N)c2n1CCCCC2

entry no.	6	7	8	9	10
PTHR1 ag	-25%	-20%	-9%	i	-8%[57.5 µM]
GLP1R cytotox	-2%	1%	6%	-5%	-17%
GLP-1R agonist	22%	-1%	x	-3%	9%
DRD3 antagonist	4	26	x	-6	4
KB-V1 cytotox	u	-3%	13%	-30%	11%
aSyn yeast inh	5%	-10%	x	0%	1%
DRD3 agonist	0	-22	2	1	1
TDP43 rescue	0%	24%	15%	0%	4%
GLP-1R inv ag	-1%	18%	-6%	u	20%

11. CC(C)c1cccc(-c2csc(C(C)(O)c3ccccc3)n2)c1 (stereo unspecified)
12. CCc1ccc([C@@H]2CC=C(C(=O)O)[C@H](c3ccc(C(C)(C)C)cc3)N2S(=O)(=O)c2ccc(C)cc2)cc1
13. CCOC(=O)C1(Cc2cccc(OC)c2)CCCN(C(=O)c2ccccc2C)C1 (stereo unspecified)
14. C[C@@H]1COC(=O)[C@H](NC(=O)OCC2c3ccccc3-c3ccccc32)C/C=C\C[C@@H](CC(=O)N[C@@H](CO)Cc2ccccc2)C(=O)N1
15. CCOC(=O)c1cc2c(n(-c3ccc(C)cc3)c1=O)CCCC2=O

entry no.	11	12	13	14	15
PTHR1 ag	-28%	-20%	i	-29%	i
GLP1R cytotox	4%	-11%	u	-26%	-27%
GLP-1R agonist	15%	-5%	12%	2%	0%
DRD3 antagonist	-57*	27	8	0	1
KB-V1 cytotox	3%	0%	u	17%	6%
aSyn yeast inh	-54%[inhibitor]	-28%	-30%	-2%	3%
DRD3 agonist	-15	31*	6	-3	-3
TDP43 rescue	-84%[inhibitor]	-6%	3%	15%	5%
GLP-1R inv ag	u	13µM*	-24%	18%	-6%

16. CCOC(=O)N1CCC(NC(=O)c2cccc3c2C(=O)N(c2ccc(OC)cc2)C3)CC1
17. O=C(Nc1ccc(F)cc1)c1oc2ccccc2c1NC(=O)C12CC3CC(CC(C3)C1)C2
18. CCN(Cc1cc(OC)c(OC)c(OC)c1)C(=S)Nc1cccc(SC)c1
19. COc1ccccc1CNS(=O)(=O)c1cccc2nsnc12
20. O=C(CNS(=O)(=O)c1ccc(Br)s1)NCc1ccc2c(c1)OCO2

entry no.	16	17	18	19	20
PTHR1 ag	-34%[inhibitor]	-19%	-30%[inhibitor]	-11%	-9%
GLP1R cytotox	-3%	-12%	-21%	-1%	3%
GLP-1R agonist	-2%	0%	4%	-5%	-2%
DRD3 antagonist	8	x	16	-9	2
KB-V1 cytotox	-2%	0%	u	-23%	-7%
aSyn yeast inh	-8%	x	6%	2%	-2%
DRD3 agonist	3	5	5	-1	-10
TDP43 rescue	10%	6%	17%	3%	-20%
GLP-1R inv ag	49%[activator]	-2%	u	-5%	8%

21. NC(=O)COC(=O)CC12CC3CC(CC(C3)C1)C2
22. Nc1ccc(S(=O)(=O)Nc2ccnn2-c2ccccc2)cc1
23. CC1CCN(C(=O)COC(=O)/C=C/c2ccc([N+](=O)[O-])cc2)CC1
24. CC(C)(C)NNC(=S)Nc1cccc(F)c1
25. CC1(C(=O)O)Sc2[nH]c(=O)sc2C2c3ccccc3OC(=O)C21 (stereo unspecified)

entry no.	21	22	23	24	25
PTHR1 ag	i	-21%	-52%[inhibitor]	i	i
GLP1R cytotox	17%	-1%	-13%	u	7%
GLP-1R agonist	5%	4%	6%	6%	-4%
DRD3 antagonist	10	-21	5	3	-18
KB-V1 cytotox	-1%	u	22%	-8%	13%
aSyn yeast inh	-1%	-3%&-4%&-2%&-5%	7%	0%	0%
DRD3 agonist	9	-8&2	-16	12	3
TDP43 rescue	u	15%	-8%	21%	1%
GLP-1R inv ag	5%	34%[activator]	u	u	-4%

26. Nc1ccc(Oc2ccccc2-c2ccccc2)cc1
27. CC(C)c1nc(SCC(=O)N2CCN(c3ccccc3)CC2)c2c(=O)n(C)c(=O)n(C)c2n1
28. O=C(Nc1ccc2c(c1)CCCN2C(=O)c1cccs1)c1cccc(F)c1
29. O=C(NNc1ccccc1)C(=O)N1CCCCC1
30. O=C(Nc1ccc(F)cc1)c1cccc2ccccc12

entry no.	26	27	28	29	30
PTHR1 ag	-11%	-10%	-52%[inhibitor]	i	-16%
GLP1R cytotox	-27%	0%	-23%	-16%	-6%
GLP-1R agonist	7%	-5%	2%	-14%	8%
DRD3 antagonist	u	45	28	5	0
KB-V1 cytotox	6%	u	-2%	9%	0%
aSyn yeast inh	12%	0%	13%	-2%	-1%
DRD3 agonist	-8	6	-13	3	-1
TDP43 rescue	u	9%	u	14%	29%
GLP-1R inv ag	u	-4%	u	u	u

31. COc1ccc(OC)c(N2C(=O)C(Cl)=C(N3CCCCC3)C2=O)c1
32. C=CCCC(=O)Nc1ccc(Br)cn1
33. C#CCOCCOCCOCCNc1nc(N2CCN(C(=O)[C@H]([C@@H](C)CC)n3cc([C@@H](N)CC(C)C)nn3)CC2)nc(N2CCN(C(=O)[C@H]([C@@H](C)CC)n3cc([C@@H](N)CC(C)C)nn3)CC2)n1
34. Cc1cc(O)ccc1NC(=O)Cc1cccc2ccccc12
35. N#CC1(NC(=O)CSc2n[nH]c(-c3ccccc3)n2)CCCCC1

entry no.	31	32	33	34	35
PTHR1 ag	3%[57.5 µM]	i	-8%	i	-9%
GLP1R cytotox	14%	-12%	-2%	-10%	10%
GLP-1R agonist	16%	1%	-3%	19%	-1%
DRD3 antagonist	8	1	-10	4	0
KB-V1 cytotox	u	u	u	-1%	-14%
aSyn yeast inh	6%	-6%	-2%	0%	1%
DRD3 agonist	-14	4	0	-12	1
TDP43 rescue	-4%	1%	12%	-31%[inhibitor]	u
GLP-1R inv ag	12%	-17%	11%	-9%	8%

Pulled by compound from above, two records:
35. N#CC1(NC(=O)CSc2n[nH]c(-c3ccccc3)n2)CCCCC1
31. COc1ccc(OC)c(N2C(=O)C(Cl)=C(N3CCCCC3)C2=O)c1

entry no.	35	31
PTHR1 ag	-9%	3%[57.5 µM]
GLP1R cytotox	10%	14%
GLP-1R agonist	-1%	16%
DRD3 antagonist	0	8
KB-V1 cytotox	-14%	u
aSyn yeast inh	1%	6%
DRD3 agonist	1	-14
TDP43 rescue	u	-4%
GLP-1R inv ag	8%	12%

Other structures.
36. Cc1oc2c(O)c(O)ccc2c(=O)c1-c1cnn(-c2ccccc2)c1
37. CCCOc1ccc(-c2nc(C#N)c(NCC3CCCO3)o2)cc1 (stereo unspecified)
38. c1ccc(-c2n[nH]c(-c3ccccn3)n2)cc1
39. Cc1cc(C(O)c2ncc(-c3cccc(F)c3)[nH]2)ccc1F (stereo unspecified)
40. Cc1cc(NC(=O)Cn2cnc3c(nnn3-c3cccc(F)c3)c2=O)no1
41. CCOC(=O)c1c(CN2CCN(CC#N)CC2)n(C)c2cc(Br)c(OC)cc12

entry no.	36	37	38	39	40	41
PTHR1 ag	i	-22%[57.5 µM]	-9%	i	i	i
GLP1R cytotox	-24%	2%	-21%	-8%	-13%	2%
GLP-1R agonist	-7%	14%	-16%	-6%	-4%	14%
DRD3 antagonist	-6	15	-9	16	34	3
KB-V1 cytotox	3.7µM*	0%	u	1%	7%	2%
aSyn yeast inh	-6%	6%	-13%	1%	-3%	4%
DRD3 agonist	13	6	-7	2	10	2
TDP43 rescue	0%	u	12%	8%	x	3%
GLP-1R inv ag	-7%	0%	u	u	1%	u

Single records, as listed above. Values in the order: PTHR1 ag, GLP1R cytotox, GLP-1R agonist, DRD3 antagonist, KB-V1 cytotox, aSyn yeast inh, DRD3 agonist, TDP43 rescue, GLP-1R inv ag
`Cc1cc(C(O)c2ncc(-c3cccc(F)c3)[nH]2)ccc1F` (stereo unspecified) is entered as i, -8%, -6%, 16, 1%, 1%, 2, 8%, u
`CCOC(=O)c1c(CN2CCN(CC#N)CC2)n(C)c2cc(Br)c(OC)cc12` is entered as i, 2%, 14%, 3, 2%, 4%, 2, 3%, u
